Fam108B counter = blocks mouse Fam108B hydrolase in RBBP9 counter-screen. recombinant Fam108B, FP-Rh probe fluorescence polarization. inhibition, % at 9.51 µM. 0.33% of 300,000 active. AID 1947;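 active = inhibition above the screen mean inhibition plus 3 SD, computed separately per campaign, cut at about 18% in these data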;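 note: inhibitors lower polarization as less probe binds the enzyme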
PAFAH1B2 FP inh = inhibitors of human PAFAH1B2. 1.2% of 340,000 active. recombinant PAFAH1B2, FP-rhodamine activity probe, fluorescence polarization. inhibition, % at 3.39 µM;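 active = inhibition above the mean of all tested compounds plus 3 SD, cut at about 24% in these data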;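 note: 0% = enzyme with DMSO and 100% = wells lacking PAFAH1B2; many of its hits are not listed in these tables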
Target sequence (P68402 whole entry, looked up): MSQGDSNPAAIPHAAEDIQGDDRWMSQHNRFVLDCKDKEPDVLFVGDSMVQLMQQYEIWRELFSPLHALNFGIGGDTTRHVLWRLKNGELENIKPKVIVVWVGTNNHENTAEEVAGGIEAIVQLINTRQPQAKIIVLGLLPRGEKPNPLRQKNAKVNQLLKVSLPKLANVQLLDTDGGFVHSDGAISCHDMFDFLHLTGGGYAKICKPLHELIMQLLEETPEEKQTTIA
PME-1 inh = PME-1 (human) inhibition. Q9Y570. recombinant PME-1, FP-Rh probe fluorescence polarization. inhibition, % at 5.9 µM. 0.53% of 320,000 active;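 active = inhibition above the campaign mean of all compounds plus 3 SD, cut at about 26% in these data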;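 note: competitive labeling of PME-1 active site by serine hydrolase directed probe; 0% = PME-1 with DMSO and 100% = wells lacking PME-1 enzyme; inhibitors block probe labeling so polarization falls and inhibition rises; many of its hits are not listed in these tables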
Target sequence (Q9Y570 whole entry, looked up): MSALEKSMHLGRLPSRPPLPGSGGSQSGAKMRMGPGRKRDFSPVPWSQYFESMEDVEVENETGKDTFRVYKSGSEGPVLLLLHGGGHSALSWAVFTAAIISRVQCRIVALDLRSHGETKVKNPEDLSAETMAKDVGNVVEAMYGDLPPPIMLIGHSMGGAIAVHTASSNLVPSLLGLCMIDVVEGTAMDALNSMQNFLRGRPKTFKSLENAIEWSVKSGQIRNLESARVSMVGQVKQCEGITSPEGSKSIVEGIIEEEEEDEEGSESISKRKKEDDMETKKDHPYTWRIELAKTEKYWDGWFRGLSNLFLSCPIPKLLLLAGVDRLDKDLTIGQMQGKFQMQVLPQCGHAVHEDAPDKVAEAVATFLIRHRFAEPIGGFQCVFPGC
PAFAH1B3 inh = inhibitors of human PAFAH1B3; Q15102; inhibition, % at 3.39 µM; AID 492972; 0.28% of 340,000 active; recombinant PAFAH1B3, FP-rhodamine probe, fluorescence polarization;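 active = inhibition above the screen-wide average of all tested compounds plus 3 SD, cut at about 25% in these data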;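 note: 0% = enzyme with DMSO only and 100% = wells lacking PAFAH1B3 protein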
Target sequence (Q15102 whole entry, looked up): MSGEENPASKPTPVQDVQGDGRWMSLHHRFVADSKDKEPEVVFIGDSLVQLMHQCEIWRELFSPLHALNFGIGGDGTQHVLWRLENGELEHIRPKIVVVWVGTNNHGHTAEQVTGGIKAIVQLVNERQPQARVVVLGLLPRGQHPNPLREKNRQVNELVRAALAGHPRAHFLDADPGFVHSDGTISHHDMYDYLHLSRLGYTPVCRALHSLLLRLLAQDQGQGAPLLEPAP
pPAFAH inh = inhibitors of human plasma PAF acetylhydrolase (pPAFAH); Q13093; inhibition, % at 3.39 µM; 1.5% of 330,000 active; recombinant pPAFAH, FP-rhodamine probe fluorescence polarization;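 active = inhibition above the mean inhibition across the screen plus 3 SD, cut at about 25% in these data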;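 note: inhibitors block binding of the rhodamine activity-based probe so polarization drops; 0% = enzyme with DMSO and 100% = wells lacking pPAFAH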
PAFAH2 FP inh = inhibitors of human PAFAH2; recombinant PAFAH2, FP-rhodamine activity probe, fluorescence polarization; 0.99% of 340,000 active; inhibition, % at 3.39 µM; Q99487;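 active = inhibition above the mean over all tested compounds plus 3 SD, cut at about 30% in these data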;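 note: inhibitors block probe labeling of enzyme so polarization drops; 0% = enzyme with DMSO and 100% = wells lacking PAFAH2 protein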
GSTO1 counter = counter-screen for RBBP9 inhibitors: inhibitors of human GSTO1; inhibition, % at 5.96 µM; recombinant GSTO1, activity-based probe fluorescence polarization; AID 1974; P78417; 1.1% of 300,000 active;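 active = inhibition above the campaign mean inhibition plus 3 SD, cut at about 35% in these data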;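 note: 0% = GSTO1-1 with DMSO and 100% = wells lacking GSTO1-1 enzyme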
LYPLA1 inh = blocks human lysophospholipase 1, a PME1 counter-screen | O75608 | recombinant LYPLA1, FP-Rh probe fluorescence polarization | inhibition, % at 5.9 µM | 0.16% of 320,000 active;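 active = inhibition above the mean of all tested compounds plus 3 SD, set per campaign, cut at about 14% in these data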;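 note: inhibitors block serine hydrolase probe labeling of LYPLA1 so polarization falls; 0% = enzyme with DMSO and 100% = wells lacking LYPLA1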
Target sequence (O75608 whole entry, looked up): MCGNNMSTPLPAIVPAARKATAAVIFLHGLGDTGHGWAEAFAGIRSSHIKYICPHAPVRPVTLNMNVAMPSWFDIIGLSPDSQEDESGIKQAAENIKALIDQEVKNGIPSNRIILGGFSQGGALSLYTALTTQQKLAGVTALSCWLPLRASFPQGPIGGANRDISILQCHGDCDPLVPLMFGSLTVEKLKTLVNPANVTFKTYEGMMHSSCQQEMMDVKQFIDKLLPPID
PAD4 FP inh = inhibitors of human PAD4; 0.41% of 330,000 active; recombinant PAD4, RCA probe fluorescence polarization; Q9UM07; inhibition, % at 6.36 µM;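 active = percent inhibition above a cutoff equal to the mean of all tested compounds plus 3 SD, cut at about 15% in these data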;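 note: 0% = PAD4 with RCA probe and DMSO and 100% = probe without PAD4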
Active calls of the source: *; . = not tested or not shown. This is a subset (hit frequency here may not be typical).

SMILES	Fam108B counter	PAFAH1B2 FP inh	PME-1 inh	PAFAH1B3 inh	pPAFAH inh	PAFAH2 FP inh	GSTO1 counter	LYPLA1 inh	PAD4 FP inh
Cn1c(C(=O)N2CCC(C(=O)NCc3ccccc3)CC2)cc2sccc21	-1	4	6	0	4	8	-3	-3	0
CC(C)(C)C1CCc2c(C(=O)N/N=C/c3cccs3)csc2C1 (stereo not drawn)	-18	19	-23	-3	-12	-15	-10	-11	-11
CCc1ccc(N2C(=O)C3CCCN3C2=S)cc1 (stereo not drawn)	4	1	-6	4	1	-1	5	0	2
CCOc1ccc(S(=O)(=O)N2CCCC(C(=O)N3CCCC3)C2)cc1 (stereo not drawn)	-2	5	0	4	-1	-2	4	2	0
Brc1ccc(CNCCCSc2ncccn2)cc1	-2	2	-5	-6	1	3	-2	-1	1
CN1C(=O)C(c2nnc(Nc3cccc4ccccc34)s2)C2CC1(C)Oc1ccccc12 (stereo not drawn)	1	3	-3	3	5	0	-3	-3	-5
COc1ccc(C(C)NC(=O)Cc2cccs2)cc1OC (stereo not drawn)	-8	1	-3	4	3	1	3	-5	-3
CCOC(=O)/C(C#N)=C1\C=CN(C)C(C)=N1	2	-4	3	-2	-1	3	0	-1	0
O=C(NCCC1=CCCCC1)c1cnc2n(c1=O)CCS2	3	5	-4	10	8	-1	6	1	-4
Cc1csc(CN(C)C(=O)CC2C(=O)NCCN2Cc2ccc(F)c(F)c2)n1 (stereo not drawn)	-3	2	-3	9	-5	-4	-3	4	-4
COc1ccc(C(=O)Nn2c(CCC(=O)O)ccc2-c2ccc(C)cc2)cc1OC	4	1	1	1	1	7	9	-2	-8
CCOC(=O)c1ccc(S(=O)(=O)Nc2cc(S(=O)(=O)N3CCOCC3)ccc2O)cc1	.	2	.	10	9	10	.	.	9
N/C(COc1ccc(Cl)cc1)=N\NS(=O)(=O)c1ccccc1	1	24	-2	0	-4	0	3	-7	0
O=C(OCc1c(F)cccc1Cl)c1cccc(S(=O)(=O)N2CCOCC2)c1	.	1	17	13	8	2	.	-7	0
COc1ccc(C(=O)N2CCOC2CNC(=O)C(=O)NCc2ccccc2Cl)cc1 (stereo not drawn)	-2	-1	1	1	3	6	1	-4	-5
NS(=O)(=O)c1cccc(NC(=O)c2ccc(NS(=O)(=O)c3cccc([N+](=O)[O-])c3)cc2)c1	.	5	.	7	-1	-2	.	.	-2
COc1ccc(N/C(N)=N/c2nc(CSc3ccc(Cl)cc3)cc(=O)[nH]2)cc1	5	-1	-1	7	4	1	-3	2	3
Cc1ccc(C)c2nc(N3CCCC3)c(C#N)cc12	-4	2	2	-6	4	0	-2	-7	-4
Cc1ccc(C(=O)Nc2ccc3c(c2)CCC3)o1	1	10	3	1	4	2	2	0	6
CCN(CC)C1=CC2=CC(=C(C#N)C#N)CCC2CC1 (stereo not drawn)	0	-6	7	12	8	6	-10	7	10
CCOc1ccc2ccccc2c1C1NC(=S)N(C)C(C)=C1C(=O)OC (stereo not drawn)	-3	0	-1	4	4	2	5	4	-9
O=C(NCc1cccnc1)c1cc2ccccc2oc1=O	0	2	2	5	-1	-1	7	3	0
O=C(Cc1cccs1)Nc1ccc(NC(=O)c2ccco2)cc1	0	5	1	8	7	-4	2	-4	2
COc1ccc(CCNC(=O)C(=O)NCCOc2ccccc2)cc1OC	7	5	0	4	2	1	2	1	-2
COc1ccccc1NC(=O)Cn1c(C)cc(=O)c2cccc(OC)c21	-8	.	-1	.	3	.	-3	-1	2
CC1CCc2ccccc2N1C(=N)N(C)C (stereo not drawn)	3	6	3	4	2	-2	5	3	-1
CC(C)CCNC(=O)CN(C(=O)CCC(=O)Nc1ccccn1)c1ccc2c(c1)OCCO2	-1	-4	-2	-4	1	6	4	1	-2
CCOC(=O)c1sc(NC(=O)Nc2ccccc2F)nc1C	-3	0	-17	-2	4	0	-2	0	-4
CC1CCCN(c2nc3nonc3nc2N2CCCC(C)C2)C1 (stereo not drawn)	0	2	6	7	2	-3	26	-2	5
COc1ccc(-c2nnc(SCC(=O)NCc3ccco3)n2C)cc1	1	-4	4	4	-3	-6	4	-1	-4
O=C(NC(C(=O)c1ccccc1)N1CCOCC1)c1cccs1 (stereo not drawn)	-2	1	-8	2	-6	1	10	-5	0
CC(NC(=O)c1ccc(OC2CCN(Cc3ccccn3)CC2)cc1)c1nccs1 (stereo not drawn)	-4	0	3	8	5	-3	0	1	0
O=S(=O)(Nc1ccc2ccccc2n1)c1ccccc1	-1	4	3	3	3	4	0	8	-2
CCOc1ccc(C(CC(=O)O)n2cnnn2)cc1OC (stereo not drawn)	-2	-1	-3	1	3	-8	8	-3	2
COc1ccc(-c2c(C)n([O-])c(C)c(C)[n+]2=O)cc1OC	6	3	-5	1	0	4	-8	1	0
O=C(CC(NC(=O)c1ccccc1Cl)c1ccccc1)NCCc1ccc(Cl)cc1 (stereo not drawn)	-7	9	-13	-10	-4	-11	7	1	-2
Cc1ccc(C(=O)N/C(=C\c2ccccc2F)c2nc(=S)[nH][nH]2)cc1	0	8	-2	0	-2	-2	-11	-3	-3
COc1ccc([C@H]2CC(=O)C=C(/C=C/c3ccccc3)C2)cc1	.	1	3	7	2	3	.	3	1
Cc1ccc(S(=O)(=O)N/N=C/c2ccc(OC3CSC3)cc2)cc1	3	6	-6	8	22	0	-3	-6	-4
CCOC(=O)c1c(N)c(C#N)c2n1CCCCC2	-1	-2	-5	-1	-6	2	-7	-3	-2
COc1cc(Cl)c(C)cc1NC(=O)CSc1nnc(-c2ccccn2)n1Cc1ccco1	-5	5	-3	-4	0	-10	-2	1	-2
COc1ccc(Cl)cc1-n1c(C)cc(C(=O)OCC(=O)N2CC(=O)Nc3ccccc32)c1C	-2	1	-6	-4	10	-2	3	-7	-2
O=C(Nc1nnc(S(=O)(=O)N2CCCCCC2)s1)c1ccccc1	-1	16	-2	9	0	10	-63	-5	-1
Clc1cccc(Cl)c1C1=NOC(c2nnc(-c3ccccc3)o2)C1 (stereo not drawn)	0	1	4	8	-1	5	1	-1	-7
CCn1c(-c2cc3ccccc3cc2O)n[nH]c1=S	2	4	-11	3	1	-4	25	-1	-1
Cn1cc(-c2ccno2)c(C(=O)O)n1	-4	6	-3	2	5	2	-4	-2	-1
CCCCC(=Nc1ccc(N)cc1)C1=C(O)C(C(=O)OC)C(C)(C)CC1=O (stereo not drawn)	13	10	41*	14	38*	10	86*	23*	75*
Cc1cc2nccc(-c3ccc(Cl)cc3Cl)n2n1	2	-1	-1	0	5	4	-7	-2	0
O=C(c1cccc(S(=O)(=O)NCc2ccccc2)c1)N1CCCC(C(F)(F)F)C1 (stereo not drawn)	10	16	8	1	2	-3	0	4	0
CCCc1nc(SCC(=O)Nc2ccc(S(=O)(=O)N(C)C)cc2)c2ccccc2n1	-5	0	6	1	2	4	-10	-1	6
Next entries.
SMILES	Fam108B counter	PAFAH1B2 FP inh	PME-1 inh	PAFAH1B3 inh	pPAFAH inh	PAFAH2 FP inh	GSTO1 counter	LYPLA1 inh	PAD4 FP inh
CCOC(=O)C1C(=O)NC(N2CCN(c3ccccc3)CC2)=NC1c1ccccc1 (stereo not drawn)	-2	1	2	-1	2	-9	0	-1	2
CC(C)(C)C(=O)NC(Nc1cccc2cccnc12)C(Cl)(Cl)Cl (stereo not drawn)	3	-5	11	0	2	1	-1	-2	0
Cc1ccc(OC2CCN(C(=O)C3CCC(=O)N(C4CC4)C3)CC2)cc1 (stereo not drawn)	-3	7	0	8	-4	8	-3	2	-4
O=P(O)(CN1CCCCCC1)C1Cc2ccccc2C1	0	.	-6	.	-1	.	2	0	-2
COC(=O)c1ccc(COc2ncnc3c(Cl)cc(Cl)cc23)o1	-1	6	-5	7	-2	0	8	-3	-9
CC1CCN(CC(=O)Nc2ccc(S(=O)(=O)N3C(C)CCCC3C)cc2)CC1 (stereo not drawn)	-1	9	-4	6	-1	9	5	0	0
CCOCc1nnc(NC(=O)c2cc(Cl)ccc2OC)s1	2	2	4	-7	1	-1	1	-1	2
COc1cccc(OC)c1C(=O)OCc1c(-c2ccccc2)ncc2ccccc12	.	-2	.	14	-4	-5	.	.	-1
Cc1ccccc1NC(=O)/C(C#N)=C/c1ccccc1C(F)(F)F	-1	0	-2	-7	-3	5	6	-3	1
CC(=O)c1cccc(NC(=O)C2=CC(c3ccc4c(c3)OCO4)=NS(=O)(=O)N2C)c1	-1	-3	14	-2	4	-7	-3	-6	-2
Cc1onc(-c2c(F)cccc2Cl)c1C(=O)N1CCN(c2ncccn2)CC1	-2	4	-7	-3	-1	-7	-1	0	-3
COc1ccc(-n2c(C)c(C)c3c(N)ncnc32)cc1	3	6	6	5	7	3	3	0	-1
O=C(O)c1cc(S(=O)(=O)N2CCOCC2)c[nH]1	.	4	2	10	0	9	.	1	2
CCN(c1ccccc1)S(=O)(=O)c1ccc(Cl)c(NC(=O)CN2CCCCCC2)c1	3	2	-2	5	6	4	-2	-3	-1
CCCOc1ccc(/C=N/Nc2ccccc2[N+](=O)[O-])c(O)c1	3	2	11	4	2	-2	-1	-5	-2
CSCC[C@H](Nc1ncnc2sc(C)c(C)c12)C(=O)O	-8	3	0	5	2	-9	2	1	-8
CCCCSc1ncnc2[nH]ncc12	1	4	-1	15	5	-7	6	-3	-2
Cc1ccccc1NC(=O)CN1CCN(Cc2ccccc2)CC1	-1	4	-4	3	-5	-2	6	-5	1
O=C(Nc1cccc(S(=O)(=O)N2CCCC2)c1)c1cc(=O)[nH]c2ccccc12	.	0	13	6	3	3	.	4	9
Cc1c(C(=O)N2CCCCC2)oc2ccccc12	.	5	.	6	7	-1	.	.	-5

Profiles, quoted from the list. Screens in order: Fam108B counter, PAFAH1B2 FP inh, PME-1 inh, PAFAH1B3 inh, pPAFAH inh, PAFAH2 FP inh, GSTO1 counter, LYPLA1 inh, PAD4 FP inh
Shown for `CCCOc1ccc(/C=N/Nc2ccccc2[N+](=O)[O-])c(O)c1` = 3, 2, 11, 4, 2, -2, -1, -5, -2
Shown for `Cc1ccccc1NC(=O)CN1CCN(Cc2ccccc2)CC1` = -1, 4, -4, 3, -5, -2, 6, -5, 1
Shown for `O=C(O)c1cc(S(=O)(=O)N2CCOCC2)c[nH]1` = ., 4, 2, 10, 0, 9, ., 1, 2
Shown for `O=C(Nc1cccc(S(=O)(=O)N2CCCC2)c1)c1cc(=O)[nH]c2ccccc12` = ., 0, 13, 6, 3, 3, ., 4, 9

Continued:
SMILES	Fam108B counter	PAFAH1B2 FP inh	PME-1 inh	PAFAH1B3 inh	pPAFAH inh	PAFAH2 FP inh	GSTO1 counter	LYPLA1 inh	PAD4 FP inh
CCn1c(C(O)c2ccc(C)cc2)nc2ccccc21 (stereo not drawn)	0	1	3	0	3	2	5	-2	2
COc1ccccc1COC(=O)N/C=C/c1ccco1	0	-2	-2	5	16	5	-2	-7	-11
Cc1ccc2c(c1)C(=O)C(=O)N2CCCOc1ccccc1	-6	0	-2	8	7	5	2	2	-4
CCC(c1nnc(SC(C)C(=O)NC2CC2)n1-c1ccc(OC)cc1)N(C)C (stereo not drawn)	.	5	4	12	-2	4	.	0	2
Cc1ccc(C(=O)ON=C2CCN(c3ccc([N+](=O)[O-])cc3)CC2)cc1	-4	3	0	6	8	77*	0	23*	0
CCCCc1ccc(-c2c(C#N)c(N)nc3c2CCCC3)s1	-2	3	0	5	8	-3	5	3	36*
O=C(Cc1ccccc1)Nc1ccc(N2CCOCC2)cc1	8	-1	-1	-1	1	-7	6	-2	3
O=c1[nH]c2ccc(S(=O)(=O)N3CCC(Cc4ccccc4)CC3)cc2o1	2	29*	-5	0	14	4	-2	-2	0
CCN(CC)S(=O)(=O)c1cc([N+](=O)[O-])ccc1NNC(=O)Nc1ccccc1	0	.	4	.	12	.	1	-2	-2

Compound activity deposited in PubChem by The Scripps Research Institute Molecular Screening Center.
